# NadD inh: NadD (S. aureus) enzyme inhibition; inhibition, % at 20 µM; purified NadD enzyme, colorimetric absorbance read-out; hit rate 0.78% among 360,000; in the data active = inhibition above about 26%; also: some compounds past the cut are filed as inactive
# MsrA inhibitor: bovine MsrA inhibition. purified bovine MsrA, absorbance read-out. inhibition, % at 15.5 µM. hit rate 0.75% among 360,000. AID 651718; in the data active = inhibition above about 4.5%;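 also: 0% = vehicle wells with enzyme and 100% = reference inhibitor wells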
# STEP inh: blocks human striatal-enriched tyrosine phosphatase. hit rate 0.25% among 360,000. inhibition, % at 20 µM. recombinant STEP, OMFP fluorogenic substrate, fluorescence. P54829;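 active = inhibition at 20 µM, scaled per plate between control wells, above about 37%, limit read from the data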;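 also: 0% = DMSO with enzyme and substrate and 100% = substrate only without enzyme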
#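 Measure: Control-normalized % inhibition with plate pattern correction | Test system: STEP phosphatase, cell-free reaction | Medium: pH 6.0 Bis-Tris with DTT and Tween 20 | Technique: Fluorescence, 480/540 nm | Times: Reaction 20 min, ambient temperature | Doses: Single compound dose of 20 µM, 1% DMSO final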
# DNMT1 inh: DNMT1 (human) enzyme inhibition. P26358. inhibition (reported as % activation of signal), % at 10 µM. hit rate 0.83% among 360,000. DNMT1 molecular beacon, Hinp1I cleavage, fluorescence; in the data active = inhibition above about 50%
# Target sequence (P26358 504-1616 limits assumed): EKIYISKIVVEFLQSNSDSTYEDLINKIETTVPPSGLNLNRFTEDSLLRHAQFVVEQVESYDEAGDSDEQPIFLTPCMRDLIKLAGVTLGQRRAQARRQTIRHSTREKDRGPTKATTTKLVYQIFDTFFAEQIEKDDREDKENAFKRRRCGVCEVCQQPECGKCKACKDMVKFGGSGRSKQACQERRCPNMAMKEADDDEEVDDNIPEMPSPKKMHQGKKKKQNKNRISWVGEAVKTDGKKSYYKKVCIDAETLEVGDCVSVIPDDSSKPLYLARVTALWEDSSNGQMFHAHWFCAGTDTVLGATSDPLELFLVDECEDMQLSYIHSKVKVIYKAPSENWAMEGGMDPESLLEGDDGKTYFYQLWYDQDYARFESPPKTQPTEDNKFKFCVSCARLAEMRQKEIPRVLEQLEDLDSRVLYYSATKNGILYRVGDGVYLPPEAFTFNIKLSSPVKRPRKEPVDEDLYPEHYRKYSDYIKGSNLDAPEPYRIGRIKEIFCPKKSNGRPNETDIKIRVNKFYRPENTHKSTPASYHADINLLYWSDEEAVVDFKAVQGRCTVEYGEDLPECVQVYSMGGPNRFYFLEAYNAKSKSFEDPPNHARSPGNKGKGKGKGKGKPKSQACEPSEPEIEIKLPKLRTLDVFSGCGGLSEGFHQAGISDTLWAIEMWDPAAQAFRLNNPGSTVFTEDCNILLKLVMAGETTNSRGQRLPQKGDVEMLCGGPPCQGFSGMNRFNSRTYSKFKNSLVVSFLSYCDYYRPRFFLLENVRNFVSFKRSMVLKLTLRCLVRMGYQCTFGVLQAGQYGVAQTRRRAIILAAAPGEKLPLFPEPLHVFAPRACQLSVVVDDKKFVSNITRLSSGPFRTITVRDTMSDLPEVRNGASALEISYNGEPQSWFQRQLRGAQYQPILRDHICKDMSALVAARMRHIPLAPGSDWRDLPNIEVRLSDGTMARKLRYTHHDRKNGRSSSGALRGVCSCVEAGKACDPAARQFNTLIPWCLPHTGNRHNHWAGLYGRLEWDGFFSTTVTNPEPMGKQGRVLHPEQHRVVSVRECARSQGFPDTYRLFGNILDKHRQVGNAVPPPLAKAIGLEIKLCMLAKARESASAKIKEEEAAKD
# LMPTP block: LMPTP (human) inhibition; recombinant LMPTP-A, OMFP fluorogenic substrate, fluorescence intensity; inhibition, % at 20 µM; hit rate 0.22% among 360,000;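 active = compounds that cut the enzyme signal by at least half of the control window in the single-dose screen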;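 also: plate controls were DMSO wells with enzyme plus substrate for no effect and substrate without enzyme for full effect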
#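 Test system – LMPTP-A phosphatase enzyme · Quantity – 0.625 nM LMPTP-A final · Reagent – OMFP substrate, 400 µM final · Dosing – one test concentration per compound, 20 µM, with 3% DMSO overall · Timing – 50 min enzyme reaction at room temperature, protected from light · Detection – fluorescence intensity · Controls – substrate-only low control, DMSO enzyme-plus-substrate high control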
# Tb MetRS inh: Trypanosoma brucei MetRS inhibition; purified T. brucei MetRS, ATP depletion, Kinase-Glo luminescence; inhibition, % at 11.9 µM; hit rate 0.4% among 360,000; AID 624268;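 active = inhibition above a per-plate cutoff of the control wells' mean inhibition plus 3 SD, cut at about 5.5% in these data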;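 also: 0% = DMSO wells median and 100% = median of wells with control inhibitor compound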
#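 assay system = parasite MetRS enzyme | timing = 15 min preincubation, 2 h reaction, all 25 °C | evaluation = percent inhibition relative to median high and low control wells | medium = HEPES buffer containing pyrophosphatase, BSA, spermine, DTT | compound = single dose, 11.9 µM final nominal, 0.9% final DMSO | detection = Kinase-Glo luminescence, ATP depletion format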
# SUMO1 PPI mod: alters human SUMO1 binding to SIM partners | SUMO1 binding to a labelled peptide, TR-FRET, 1 h | inhibition, % at 20 µM | P63165 | hit rate 0.33% among 360,000; in the data active = inhibition above about 37%
# CSN deneddyl inh: CSN deneddylation inhibition; inhibition, % at 12.5 µM; Purified CSN, SCF-Nedd8-OG deneddylation, fluorescence polarization; hit rate 0.38% among 360,000; Q92905;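 active = pattern-corrected inhibition above about 35%, with an unprinted fluorescence ratio check between 0.5 and 1.5, limit read from the data, passing the limit was not always enough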;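 also: 0% = enzyme with substrate and 100% = substrate without enzyme; some results filed as inactive read as strong as hits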
#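 Material: purified human Csn5 enzyme expressed in HEK293T cells / Medium: Tris buffer pH 7.5, NaCl, DTT, Tween-20, trehalose, ovalbumin / Compound dosing: 12.5 µM single point / Schedule: 90 min incubation of compound, enzyme and substrate at room temperature / Signal: fluorescence polarization of the substrate / Control set: no-enzyme wells high, enzyme-with-substrate wells low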
# Scp1 inh: blocks human Scp-1 phosphatase activity. Q9GZU7. Recombinant Scp1, phosphopeptide, malachite green phosphate absorbance. inhibition, % at 20 µM. hit rate 0.88% among 340,000;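 active = inhibition above about 50% at 20 µM, limit read from the data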;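 also: plate controls were DMSO wells with enzyme for no effect and wells lacking enzyme for full effect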
#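 Test system: SCP-1 catalytic domain; Buffer or medium: Acidic Tris acetate buffer with magnesium and detergent; Also added: Phosphorylated 17-residue peptide substrate; Compound: single 20 µM dose, 1% DMSO; Schedule: enzyme reaction 45 min at room temperature, colour 5 min, stabilisation 30 min; Signal: Phosphate-binding colour reagent, absorbance read at 630 nm.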
# Rpn11 block: Rpn11 (human) deubiquitinase inhibition; O00487; AID 588493; calls only at 20 µM; human 26S proteasome, Ub4-pepOG fluorescence polarization; 20S core pre-blocked with epoxomicin; hit rate 0.59% among 360,000;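 active = inhibition at 20 µM, scaled to each plate's controls, above about 33%, limit read from the data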
# An asterisk follows results filed as active; i = inactive; / = no result given.
canonical_smiles	NadD inh	MsrA inhibitor	STEP inh	DNMT1 inh	LMPTP block	Tb MetRS inh	SUMO1 PPI mod	CSN deneddyl inh	Scp1 inh	Rpn11 block
COc1ccc2[nH]cc(CCNC(=O)CC[C@H]3O[C@@H](n4cc(C)c(=O)[nH]c4=O)C[C@@H]3O)c2c1	-2	1.0	-1	2	-2.0	-1.1	7	4	1	i
COc1ccc(NC(=O)C2CCCC2)cc1	3	0.7	0	1	-0.1	-0.5	1	0	-5	i
C[C@H]1CN([C@@H](C)CO)C(=O)Cc2cc(NC(=O)Cc3cn(C)c4ccccc34)ccc2O[C@@H]1CN(C)S(=O)(=O)c1cn(C)cn1	2	0.9	0	1	-2.1	-1.4	7	4	-2	i
CCN(CC)S(=O)(=O)c1ccc(NC(=O)Cn2c(=O)oc3ccccc32)cc1	-6	1.1	-3	9	-0.6	-0.6	-1	-3	-9	i
O=C(CCc1nc2ccccc2c(=O)[nH]1)NCCN1C(=O)S/C(=C\c2ccc(Cl)cc2Cl)C1=O	14	1.4	2	0	0.1	2.1	-21	10	-1	i
Cc1cnc(C(=O)N(c2ccc(N3CCOCC3)cc2)C2C(=O)Nc3ccccc3N=C2c2ccc(F)cc2)cn1 (configuration not stated)	-1	0.2	0	1	-0.5	0.1	-8	-2	/	i
Oc1ccc(-c2nnc(SCc3ccccc3)o2)cc1	-7	-1.1	1	-4	1.0	-0.4	5	-1	-5	i
CCOC(=O)C1CCN(C(C(=O)Nc2ccc3c(c2)OCCO3)c2ccccc2)CC1 (configuration not stated)	2	0.0	-3	-7	0.4	-0.8	-1	-8	-2	i
Cc1ccc(NC(=O)C2CCCN(c3ncnc4c3nc3n4CCCCC3)C2)nc1 (configuration not stated)	8	1.4	0	0	1.6	-0.4	-5	-1	1	i
Cc1c(Br)cccc1NC(=O)C1(C)CCN1Cc1ccccc1OC(F)F (configuration not stated)	12	0.4	-2	-1	4.8	-0.3	-1	-4	/	i
O=C1c2c(O)cccc2Cc2cccc(O)c21	2	-0.3	10	95*	30	-0.4	2	2	-10	i
S=C(c1cccs1)N1CCN(c2ccccc2)CC1	-1	1.3	0	1	0.7	-0.5	1	1	-5	i
COc1cc2c(cc1OC)C(c1cccs1)N(C(=O)c1ccc(S(=O)(=O)N(C)C)cc1)CC2 (configuration not stated)	-3	-0.7	2	9	0.3	-0.5	7	3	-8	i
COc1ccc(OC)c(NC(=O)C2CCN(C(=O)C3CC(=O)N(c4ccc(C)cc4)C3)CC2)c1 (configuration not stated)	10	-0.1	-2	-2	-0.4	-0.5	2	1	-3	i
CN1CCc2ccccc2C1C1CCNCC1 (configuration not stated)	0	-0.3	1	-4	-5.9	-0.9	-3	4	0	i
Cc1nn(CCc2nc(-c3ccco3)cs2)c2[nH]c(=O)cc(C(F)(F)F)c12	15	-0.6	8	61*	2.1	-0.7	32	30	20	i
N=C(N)SCc1ccc(Cl)c2ccccc12	-5	1.4	-1	0	3.8	-0.3	-31	2	-3	i
COc1ccc(N2CCN(C(CNC(=O)C(=O)NCCCO)c3ccco3)CC2)cc1 (configuration not stated)	1	-0.7	-1	-1	0.3	-0.8	-4	2	-4	i
O=C1CC(N2CCOCC2)C(=O)N1c1cccc(Cl)c1 (configuration not stated)	6	-1.0	-1	-2	-0.2	-0.6	-1	-4	-8	i
CCN(CC(=O)Nc1cccc(S(=O)(=O)N2CCOCC2)c1)Cc1ccccc1	5	-1.0	1	0	-7.8	-0.1	-7	4	-3	i
Cc1ccc(C(C)C)c(OCCn2c(=O)oc3ccccc32)c1	4	-0.7	4	1	3.8	0.4	3	3	-12	i
CC1CCN(S(=O)(=O)N2CCC(C(=O)NCCN3CCOCC3)CC2)CC1	11	-0.8	-2	-3	0.6	-0.6	-1	2	-5	i
O=C1C=CC(=O)N1CCCCCCCCCCN1C(=O)C=CC1=O	13	-0.1	2	4	-0.1	0.3	10	0	6	i
CC1C=CCC2C(=O)N(c3cccc(C(=O)N4CCN(c5ccc(F)cc5)CC4)c3)C(=O)C12 (configuration not stated)	4	-0.2	1	-1	1.5	-0.8	-3	0	-3	i
Cc1ccc(C)c(S(=O)(=O)C(C#N)c2nc3ccccc3nc2N2CC(C)OC(C)C2)c1 (configuration not stated)	12	1.5	1	-8	1.2	0.8	-3	5	-11	i
COc1ccc(OC)c(NC=C2C(=O)OC(C)(C)OC2=O)c1	3	1.9	-2	0	-0.3	-0.1	-4	-4	2	i
C=CCOc1ccc2c(c1)c(S(=O)(=O)c1ccc(C)cc1)cn2COC	-5	-1.3	-3	-3	2.3	0.3	2	-3	-3	i
CN(c1ccccc1)S(=O)(=O)c1ccc(C(=O)NCC(c2ccco2)N2CCCCC2)cc1 (configuration not stated)	-3	-0.1	0	4	-0.6	-0.1	-2	3	-5	i
CCN(C(=O)COC(=O)c1cccnc1Nc1ccccc1F)C1CCS(=O)(=O)C1 (configuration not stated)	-3	0.8	3	0	-0.1	0.6	-4	-1	-6	i
Cc1ccc(NCCC(=O)c2cccc([N+](=O)[O-])c2)cc1	-1	0.0	-2	4	1.1	0.1	-20	5	-1	i

# Whole records from above. Order of values: NadD inh	MsrA inhibitor	STEP inh	DNMT1 inh	LMPTP block	Tb MetRS inh	SUMO1 PPI mod	CSN deneddyl inh	Scp1 inh	Rpn11 block
# COc1ccc(N2CCN(C(CNC(=O)C(=O)NCCCO)c3ccco3)CC2)cc1 (configuration not stated) in the list: 1	-0.7	-1	-1	0.3	-0.8	-4	2	-4	i
# CC1C=CCC2C(=O)N(c3cccc(C(=O)N4CCN(c5ccc(F)cc5)CC4)c3)C(=O)C12 (configuration not stated) in the list: 4	-0.2	1	-1	1.5	-0.8	-3	0	-3	i
# CCN(C(=O)COC(=O)c1cccnc1Nc1ccccc1F)C1CCS(=O)(=O)C1 (configuration not stated) in the list: -3	0.8	3	0	-0.1	0.6	-4	-1	-6	i
# COc1ccc2[nH]cc(CCNC(=O)CC[C@H]3O[C@@H](n4cc(C)c(=O)[nH]c4=O)C[C@@H]3O)c2c1 in the list: -2	1.0	-1	2	-2.0	-1.1	7	4	1	i
# O=C(CCc1nc2ccccc2c(=O)[nH]1)NCCN1C(=O)S/C(=C\c2ccc(Cl)cc2Cl)C1=O in the list: 14	1.4	2	0	0.1	2.1	-21	10	-1	i

# Remaining list, next part.
canonical_smiles	NadD inh	MsrA inhibitor	STEP inh	DNMT1 inh	LMPTP block	Tb MetRS inh	SUMO1 PPI mod	CSN deneddyl inh	Scp1 inh	Rpn11 block
CCOc1ccc(S(=O)(=O)N2CCOCC2)cc1NC(=O)Cc1c(F)cccc1Cl	-5	1.4	2	2	0.3	-0.4	0	4	-5	i
CN(CC(=O)Nc1ccccc1Cl)C(=O)COC(=O)c1cc([N+](=O)[O-])ccc1N1CCOCC1	0	1.4	-1	5	-0.7	-0.2	-26	0	16	i
CC1=CC(=C(C#N)c2nc3ccccc3s2)C=C(C)N1CC1CCCO1 (configuration not stated)	2	0.1	2	-15	3.7	-0.7	-11	11	-1	i
Cc1ccccc1-c1ccc2c(c1)O[C@H](CN(C)C(=O)C1CC1)[C@@H](C)CN([C@@H](C)CO)S2(=O)=O	9	0.0	-1	2	-0.2	-1.2	-1	-1	/	i
COc1cccc(C2C(C(=O)OC(C)C)=C(C)Nc3ncnn32)c1 (configuration not stated)	3	0.4	-1	-1	0.0	-0.3	5	4	-3	i
COC(=O)/C(C#N)=C/c1ccc(-c2ccc(S(N)(=O)=O)cc2)o1	-4	2.8	-3	0	0.9	0.0	-27	5	-4	i
N#C/C(=C\Nc1ccc2c(c1)OCCO2)c1nc2ccccc2[nH]1	8	3.9	0	-11	2.3	-0.6	-8	5	0	i
COCc1c(C(=O)NCCOc2ccc(Cl)cc2)oc2ccccc12	-3	-0.2	0	4	1.8	0.3	-1	-3	-10	i
O=C(COC(=O)CN1C(=O)c2ccccc2C1=O)Nc1ccccc1	-3	0.5	-2	0	-1.1	-0.2	-15	0	0	i
Cc1ccc(S(=O)(=O)N2[C@@H](c3ccc4c(c3)OCO4)C(C(=O)O)=C[C@H]2CC2CCCC2)cc1	4	-0.1	-1	3	0.7	-0.7	8	3	8	i
CSc1cccc(NS(=O)(=O)c2ccc3c(c2)NC(=O)C(C)C(=O)N3)c1 (configuration not stated)	-5	0.9	0	2	-0.9	0.4	1	-3	-8	i
COc1ccc2nc(C)cc(Nc3ccc(C(=O)O)cc3)c2c1	6	/	1	1	1.4	1.5	1	-2	-7	i
Cn1c(CC(=O)Nc2ccccc2)nnc1SCC(=O)Nc1ccc(N2CCOCC2)cc1	-4	-0.5	0	-1	-1.2	-0.1	-3	0	-10	i
CCCCC(C(=O)O)C(C)CC(=O)Nc1ccn(-c2ccccc2)n1 (configuration not stated)	-6	-0.1	-2	2	0.0	-1.5	3	4	0	i
O=c1c2c3c(sc2n(CCN2CCCCC2)c(=O)n1Cc1ccco1)CCCCC3	-1	-0.8	2	-1	0.4	-0.9	3	-1	-3	i
O=S1(=O)CC(N2CCN(CCO)CC2)CN1Cc1cn(Cc2ccc(Cl)cc2)nn1 (configuration not stated)	-4	-0.8	/	/	-5.6	-0.8	0	-1	/	/
Cn1c(CN2CCOCC2)nnc1SCC(=O)Nc1cc(Cl)ccc1Cl	0	0.9	-2	1	0.7	0.6	1	4	2	i
CCCc1cc(C(=O)N/N=C/c2ccc(CC)s2)c2ccccc2n1	-4	3.3	3	2	1.5	-0.2	-4	-3	-1	i
CCOC(=O)c1cnn(C)c1NC(=O)c1ccc([N+](=O)[O-])cc1	4	1.4	1	0	-1.6	0.3	-22	2	-1	i
N#Cc1nc(-c2ccc(F)cc2)oc1NCc1ccco1	-1	0.3	0	0	0.6	0.0	-4	-1	-11	i
Cc1nn(CCCC(=O)N2CCN(c3ccc(F)cc3)CC2)c(C)c1[N+](=O)[O-]	-5	-0.9	-2	0	-0.6	1.8	1	-2	-9	i
Cc1ccccc1C(=O)NC(=S)Nc1ccccc1C(=O)O	-3	-1.3	0	-1	-0.6	-2.1	-2	2	5	i
Cc1ccc(-c2nc3ccccc3c(C(=O)NCc3cccs3)c2C)cc1	1	0.7	-1	-16	0.8	-1.2	-3	-2	3	i
Cc1cccc(NC(=S)N2CCN(c3ccccn3)CC2)c1	-1	-0.9	3	3	0.6	-0.7	4	3	-6	i
